ALOX12 inh – blocks human arachidonate 12S-lipoxygenase | P18054 | purified 12hLO, xylenol orange hydroperoxide absorbance | Potency, µM (doses to about 108 µM), for the others: top-dose activity change, negative = inhibition, actives largely listed as inhibitors | hit rate 1.1% among 580,000 | AID 1671190; also: potency is read from the fitted curve at half-maximal effect; % is scaled to controls: 0 for no effect and ±100 for the full control effect
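Hydroperoxide product was detected by ferrous iron/xylenol orange as the 573 to 405 nm absorbance ratio. Arachidonic acid at 40 uM (final) was turned over for 30 min at room temperature by 150 nM human 12hLO, pH 7.0 Hepes buffer, after 15 min compound preincubation.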
GRP78 ERSR act – induces the endoplasmic reticulum stress response in human glioma cells; hit rate 0.02% among 420,000; U87-MG GRP78 promoter luciferase reporter, 16 h; Potency, µM, for the others: at the highest dose activation, hits mostly activators; also: potency is read from the fitted curve at half-maximal effect; series mostly up to about 76 µM; % of control where 0% means no effect; nearly all actives have a fitted effect of over 35% in size
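ERSR induction read as luciferase luminescence (Bright-Glo, 10 min at room temperature) in stably transfected human U87-MG glioma cells exposed to compounds for 16 h, using GRP78 as sensor.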
Vif-APOBEC3F blk – Vif-A3F binding inhibition | HeLa A3F-eYFP + Vif (tagged APOBEC3F with the HIV-1 protein that degrades it), YFP fluorescence increase | Potency, µM (highest dose often 46.1 µM), inactives show top-dose activity, negative = active | hit rate 0.2% among 390,000 | AID 602313; also: potency is read from the fitted curve at half-maximal effect; % of control where 0% means no effect; nearly all actives have a fitted effect of over 65% in size
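HeLa cells stably expressing Vif plus C-terminally eYFP-tagged A3F were seeded, incubated overnight at 37 deg C, dosed with compound, incubated overnight again at 37 deg C. Yellow fluorescence (Ex 488/Em 500-530) reported blocked Vif-mediated A3F-eYFP degradation.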
Vif-APOBEC3G blk – Vif-A3G binding inhibition. hit rate 0.076% among 410,000. AID 602310. Potency, µM (top dose mostly 46.1 µM), for the others: at the highest dose activity, negative = active, most hits filed as inhibitors. HeLa A3G-eYFP + Vif (tagged APOBEC3G with the HIV-1 protein that degrades it), YFP fluorescence, overnight. Q9HC16;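 also: potency is read from the fitted curve at half-maximal effect; % is scaled to controls: 0 for no effect and ±100 for the full control effect; nearly all actives have a fitted effect of over 60% in size; hits raise eYFP signal because A3G escapes Vif-driven loss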
Target sequence (Q9HC16 whole entry, looked up): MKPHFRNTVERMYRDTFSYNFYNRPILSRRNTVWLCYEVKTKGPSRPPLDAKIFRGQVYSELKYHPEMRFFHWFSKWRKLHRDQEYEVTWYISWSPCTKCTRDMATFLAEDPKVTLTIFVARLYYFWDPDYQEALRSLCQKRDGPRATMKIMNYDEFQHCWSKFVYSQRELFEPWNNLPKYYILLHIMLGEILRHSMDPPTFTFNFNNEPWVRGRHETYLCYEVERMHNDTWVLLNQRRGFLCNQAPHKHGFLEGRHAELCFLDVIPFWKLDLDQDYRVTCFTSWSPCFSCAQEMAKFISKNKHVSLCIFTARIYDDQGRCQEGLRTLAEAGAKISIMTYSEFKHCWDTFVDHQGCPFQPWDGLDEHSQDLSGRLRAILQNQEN
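HeLa cells stably expressing Vif and C-terminally eYFP-tagged A3G, seeded overnight at 37 deg C, then exposed to compound by pintool overnight at 37 deg C. Rise in yellow fluorescence (Ex 488/Em 500-530, Acumen) marks blocked Vif-driven A3G degradation.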
LDHA inh – LDHA (human) enzyme inhibition. hit rate 0.15% among 480,000. purified LDHA, NADH/diaphorase-resazurin fluorescence; active compounds read low. activity change, % (values are at about 110 or 230 µM). P00338; in the data active = activity change below about -30%; inconclusive = mostly about -25% to -30%;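 also: plate controls were DMSO wells for no effect and wells without enzyme for full effect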
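Human LDH5 (2 nM) was incubated with 0.06 mM NADH and 0.2 mM pyruvate for 5 min at room temperature in Tris pH 7.4. Remaining NADH was coupled through diaphorase/resazurin, and resorufin fluorescence was read at 0 and 20 min.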
D2 antag – antagonizes the human D2 dopamine receptor; P14416; HEK293 TREx D2 cells, calcium flux, dopamine EC80; inhibition, % at 10 µM; hit rate 2% among 340,000; AID 485344; in the data active = inhibition above about 30%; also: 0% is about no effect
Target sequence (P14416 whole entry, looked up): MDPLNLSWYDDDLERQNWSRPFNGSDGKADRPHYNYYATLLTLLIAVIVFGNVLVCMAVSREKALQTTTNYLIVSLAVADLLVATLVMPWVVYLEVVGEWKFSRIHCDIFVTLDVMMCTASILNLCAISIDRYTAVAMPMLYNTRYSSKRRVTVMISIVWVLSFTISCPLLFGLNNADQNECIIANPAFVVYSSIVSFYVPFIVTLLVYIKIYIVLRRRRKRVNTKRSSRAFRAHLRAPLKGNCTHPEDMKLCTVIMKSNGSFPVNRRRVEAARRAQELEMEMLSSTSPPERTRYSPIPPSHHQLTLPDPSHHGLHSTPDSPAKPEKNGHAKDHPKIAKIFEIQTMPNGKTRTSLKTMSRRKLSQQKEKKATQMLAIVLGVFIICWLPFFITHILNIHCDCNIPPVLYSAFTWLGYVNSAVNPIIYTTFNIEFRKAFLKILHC
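Dopamine at EC80 is the agonist stimulus; test compounds precede it by 180 s. Calcium flux read kinetically in a force-coupled, inducible HEK293 T-REx D2 cell line.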
ERG-DNA inh – blocks human ERG Ets domain binding to DNA | hit rate 0.028% among 370,000 | P11308 | Potency, µM (doses to about 76.9 µM), for inactives: at the highest dose FP activity, negative = inhibition, hits mostly inhibitors | fluorescence polarization, His-ERG Ets domain / labelled DNA; active = well fitted inhibition curve with a large enough effect in the polarisation, with a control signal flat; inconclusive = small, poorly fitted or top-dose-only effect, or effect the other way, or a change in a side signal; inactive = no such curve, though single readings can be large or run the other way; the % refers to the polarisation;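 also: polarization taken with two DNA probes labelled with fluorescein and Texas red; potency is read from the fitted curve at half-maximal effect; % of control where 0% means no effect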
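His-tagged ERG Ets domain (1 uM in the protein solution; 300mM KCl, 50mM Tris-HCl, 1mM EDTA, 1mM DTT, pH 7.5) received compound, then a probe mix of 5 nM fluorescein-DNA and 100nM Texas-615-DNA. Fluorescence polarization was read for both dyes.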
RGS4 inh – blocks human RGS4-accelerated GTP hydrolysis; Transcreener GDP fluorescence polarization, RGS4-accelerated GTP hydrolysis; hit rate 0.039% among 390,000; Potency, µM (titrated, usually from 114 µM), for inactives: at the highest dose activity change, negative = inhibition, most hits filed as inhibitors; AID 504845; also: potency is read from the fitted curve at half-maximal effect; % is scaled to controls: 0 for no effect and ±100 for the full control effect; nearly all actives have a fitted effect of over 75% in size; some results filed as inactive show a strong effect at the top dose
Target sequence (P49798 whole entry, looked up): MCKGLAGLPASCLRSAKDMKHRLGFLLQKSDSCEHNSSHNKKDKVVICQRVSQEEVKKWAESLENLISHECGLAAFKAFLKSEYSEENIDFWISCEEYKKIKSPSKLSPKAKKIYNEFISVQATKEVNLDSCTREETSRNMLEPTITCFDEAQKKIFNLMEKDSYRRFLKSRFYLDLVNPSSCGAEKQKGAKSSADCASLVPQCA
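MLSMR compounds (23 nl, pin-transferred) preincubated 10 min at room temperature with a 500nM (2x) first reagent, then RGS4 at 900nM (2x) plus Transcreener GDP mix added; fluorescence polarization (620/688 nm) read before and after 90 min at 30 °C.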
D2 ag – activates the human D2 dopamine receptor | P14416 | HEK293 T-REx D2 cells, calcium flux agonist mode | activation, % at 2 µM | hit rate 0.53% among 340,000 | AID 485358;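 active = activation over 3 SD above normal in the single-dose calcium agonist read, cut at about 30% in these data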; also: 0% is about no effect
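Agonism scored from kinetic calcium signal (1 read/sec, 180 s) following compound pin transfer, after a 10 s baseline. Cells: HEK293 Trex line expressing inducible D2 receptor coupled to calcium, dye-loaded after overnight culture at 30 C.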
* hit, by the source's call; [ ] = remark or other dose. Unless noted, calls follow the shape of the dose curve; as a rule, active = well fitted curve in the direction sought with a large enough effect; inconclusive = small, poorly fitted or top-dose-only effect, or another doubt; inactive = no such curve, though single readings can be large; an effect the other way counts as inactive or inconclusive.

For COc1ccc(CCC(C)NCC2CCCCC2)cc1 (stereo not given) the results were ALOX12 inh -26%, GRP78 ERSR act 9%, Vif-APOBEC3F blk 2%, Vif-APOBEC3G blk -3%, LDHA inh 4, D2 antag 13, ERG-DNA inh -3%, RGS4 inh -7% and D2 ag 4.0.
O=C(Nc1ccccc1[N+](=O)[O-])c1cccc(N2C(=O)CCC2=O)c1 was read as ALOX12 inh -5%, GRP78 ERSR act -2%, Vif-APOBEC3F blk -37%, Vif-APOBEC3G blk -5%, LDHA inh -2, ERG-DNA inh -3% and RGS4 inh 26%.
COc1ccc(CCC(=O)N2CCN(S(=O)(=O)c3ccc(OC)cc3)CC2)cc1 was read as ALOX12 inh 147%[activator], GRP78 ERSR act -1%, Vif-APOBEC3F blk 0%, Vif-APOBEC3G blk 3%, LDHA inh -12, D2 antag -16, ERG-DNA inh -1%, RGS4 inh -8% and D2 ag -0.3.
Screening O=S(Cc1ccccc1)Cc1ccccc1 returned ALOX12 inh 1%, GRP78 ERSR act 8%, Vif-APOBEC3F blk -7%, Vif-APOBEC3G blk -2%, LDHA inh -3, ERG-DNA inh 8% and RGS4 inh -10%.
Cn1cc(Cl)c(C(=O)Nc2nc3ccccc3s2)n1 was read as ALOX12 inh 20%, GRP78 ERSR act -3%, Vif-APOBEC3F blk -5%, Vif-APOBEC3G blk 0%, LDHA inh -4, D2 antag 1, RGS4 inh -31% and D2 ag -0.8.
`O=C(CC(Nc1ccccc1)C(=O)O)c1ccccc1` (stereo not given) gave ALOX12 inh 111%[activator], GRP78 ERSR act -2%, Vif-APOBEC3F blk 10%, Vif-APOBEC3G blk -1%, LDHA inh 1, D2 antag -17, ERG-DNA inh -3%, RGS4 inh -37% and D2 ag 0.1.
Cc1ccc(CC#N)c(-c2c(CC#N)ccc(C)c2C)c1C was read as ALOX12 inh 14%, GRP78 ERSR act 0%, Vif-APOBEC3F blk 0%, Vif-APOBEC3G blk 2% and LDHA inh 1.
O=C(N1CCN(c2cccc(Cl)c2)CC1)C1(c2cccs2)CCOCC1 was read as ALOX12 inh 4%, GRP78 ERSR act -2%, Vif-APOBEC3F blk 0%, Vif-APOBEC3G blk -4%, LDHA inh 0, D2 antag 2, ERG-DNA inh 5%, RGS4 inh 12% and D2 ag 2.6.
For Cc1ccc(C)c(NC(=O)Nn2cnnc2)c1 the results were ALOX12 inh 98%[activator], GRP78 ERSR act -2%, Vif-APOBEC3F blk 0%, Vif-APOBEC3G blk 2%, LDHA inh -3, D2 antag -4, ERG-DNA inh -1%, RGS4 inh 20% and D2 ag -0.3.
CN(C)CCCNC1=CC(=O)OC12CCCCC2 was read as ALOX12 inh -6%, GRP78 ERSR act -4%, Vif-APOBEC3F blk -3%, Vif-APOBEC3G blk 1%, LDHA inh -1, D2 antag -7, ERG-DNA inh 6%, RGS4 inh 7% and D2 ag 0.7.
CCOc1ccc(CCNC(=O)CSCC(=O)Nc2ccc(OC)cc2)cc1OCC was read as ALOX12 inh 17%, GRP78 ERSR act 1%, Vif-APOBEC3F blk 7%, Vif-APOBEC3G blk -3%, LDHA inh 1, D2 antag 31*, ERG-DNA inh 8%, RGS4 inh -7% and D2 ag -1.2.
Screening COc1ccc(C2C(C(=O)Nc3ccccn3)=C(C)Nc3ncnn32)c(OC)c1 (stereo not given) returned ALOX12 inh -7%, GRP78 ERSR act -3%, Vif-APOBEC3F blk 4%, Vif-APOBEC3G blk -1%, LDHA inh -1, D2 antag 27, ERG-DNA inh -16%, RGS4 inh -9% and D2 ag 0.8.
Screening O=[N+]([O-])c1ccc(N2CCCCC2)cn1 returned ALOX12 inh -24%, GRP78 ERSR act 0%, Vif-APOBEC3F blk 0%, Vif-APOBEC3G blk 2%, LDHA inh -9, D2 antag 5, ERG-DNA inh 1%, RGS4 inh 1% and D2 ag 0.9.
O=C(Nc1ccc(Cl)cc1C(F)(F)F)C(Sc1nnc(-c2cccs2)o1)c1ccccc1 (stereo not given) was read as ALOX12 inh -24%, GRP78 ERSR act 0%, Vif-APOBEC3F blk 0%, Vif-APOBEC3G blk inconclusive, LDHA inh -2, D2 antag 10, ERG-DNA inh -3%, RGS4 inh -41% and D2 ag 1.5.
Screening COc1cccc(NC(=O)c2nn(C)c3c2CS(=O)(=O)c2ccccc2-3)c1 returned ALOX12 inh 7%, GRP78 ERSR act 1%, Vif-APOBEC3F blk 1%, Vif-APOBEC3G blk -6%, LDHA inh -2, D2 antag -7, ERG-DNA inh 12%, RGS4 inh 16% and D2 ag 0.4.
For C/C(=N\NC(=O)c1ccco1)c1cccc2ccccc12 the results were ALOX12 inh inconclusive, GRP78 ERSR act 0%, Vif-APOBEC3F blk -8%, Vif-APOBEC3G blk -8%, LDHA inh -2, D2 antag 9, ERG-DNA inh 16%, RGS4 inh 3% and D2 ag 0.8.
For COc1ccc(CCNC(=O)c2c([S-])n(-c3ccc(C)cc3)c3cccc[n+]23)cc1 the results were ALOX12 inh 35µM*, GRP78 ERSR act 6%, Vif-APOBEC3F blk 13%, Vif-APOBEC3G blk 0%, LDHA inh -2, D2 antag -6, ERG-DNA inh 4%, RGS4 inh -34% and D2 ag -0.5.
Cc1ccc(S(=O)(=O)N2CCC(C(=O)Nc3ccc(S(=O)(=O)N4CCCC4)cc3)CC2)cc1 was read as ALOX12 inh -23%, GRP78 ERSR act -2%, Vif-APOBEC3F blk 8%, Vif-APOBEC3G blk -2%, LDHA inh -5, D2 antag -3, ERG-DNA inh 2%, RGS4 inh -6% and D2 ag 0.1.
N=c1oc2ccc(Br)cc2cc1C(=O)NCc1ccccc1 was read as ALOX12 inh -6%, GRP78 ERSR act -6%, Vif-APOBEC3F blk -2%, Vif-APOBEC3G blk -3%, LDHA inh 3, D2 antag 5, ERG-DNA inh 13%, RGS4 inh 14% and D2 ag -0.3.
O=C(CCC1CCCC1)N1CCN(C(=O)COc2ccccc2)CC1 was read as ALOX12 inh 22%, GRP78 ERSR act -3%, Vif-APOBEC3F blk -2%, Vif-APOBEC3G blk 2%, LDHA inh -1, D2 antag 11, ERG-DNA inh -3%, RGS4 inh -22%[11.4 µM] and D2 ag 0.0.
`Cc1ccc(-c2nnc(Nc3ccc(CC(N)=O)cc3)c3ccccc23)cc1` gave ALOX12 inh -11%, GRP78 ERSR act 1%, Vif-APOBEC3F blk -5%, Vif-APOBEC3G blk -5%, LDHA inh 2, D2 antag -5, ERG-DNA inh 8%, RGS4 inh -43% and D2 ag 1.0.
`CCCCNC(=O)C1CC(=O)N(C2CCCC2)C1` (stereo not given) gave ALOX12 inh -21%, GRP78 ERSR act -4%, Vif-APOBEC3F blk -4%, Vif-APOBEC3G blk -3%, LDHA inh -7, D2 antag -3, ERG-DNA inh -3%, RGS4 inh 6% and D2 ag 0.7.
For Cc1ccc(CNC(=O)CSc2nc3[nH]ncc3c(=O)[nH]2)cc1 the results were ALOX12 inh -1%, GRP78 ERSR act -3%, Vif-APOBEC3F blk 6%, Vif-APOBEC3G blk -3%, LDHA inh -3, D2 antag 1, ERG-DNA inh -5%, RGS4 inh -50% and D2 ag 1.5.
CN1CCN(c2nc3nonc3nc2N2CCN(C)CC2)CC1 was read as ALOX12 inh 0%, GRP78 ERSR act -4%, Vif-APOBEC3F blk -16%, Vif-APOBEC3G blk 1%, LDHA inh -4, D2 antag 2, ERG-DNA inh -11%, RGS4 inh 13% and D2 ag 0.4.
OCCNc1nc(Nc2ccc(Br)cc2)nc2ccccc12 was read as ALOX12 inh inconclusive, GRP78 ERSR act inconclusive, Vif-APOBEC3F blk 8%, Vif-APOBEC3G blk 1%, LDHA inh -7, D2 antag -5, ERG-DNA inh 3%, RGS4 inh -47% and D2 ag 0.5.
`Clc1cccc(CNc2ncnc3c2nc2n3CCCC2)c1` gave ALOX12 inh 0%, GRP78 ERSR act -2%, Vif-APOBEC3F blk 1%, Vif-APOBEC3G blk 3%, LDHA inh -2, ERG-DNA inh 4%, RGS4 inh 5% and D2 ag -1.7.
Screening CC(=O)c1ccc(OC(=O)COc2ccccc2)cc1 returned ALOX12 inh 0%, GRP78 ERSR act -2%, Vif-APOBEC3F blk -1%, Vif-APOBEC3G blk -4%, LDHA inh -3, D2 antag -10, ERG-DNA inh -14%, RGS4 inh -24% and D2 ag 0.4.
`COc1ccc(N/C=C/C(=O)c2ccc(Cl)cc2)cc1` gave ALOX12 inh inconclusive, GRP78 ERSR act 2%, Vif-APOBEC3F blk -20%, Vif-APOBEC3G blk -7%, LDHA inh 4, D2 antag -11, ERG-DNA inh 6%, RGS4 inh 2% and D2 ag -0.3.
For COc1ccccc1C(=O)N1CCN(C(=O)[C@H]2O[C@@H](n3ccc(=O)[nH]c3=O)[C@H](O)[C@@H]2O)CC1 the results were ALOX12 inh -18%, GRP78 ERSR act -5%, Vif-APOBEC3G blk 0% and LDHA inh -3.
Screening Cc1ccccc1S(=O)(=O)N(C)C[C@@H]1OCc2cnnn2CCCC(=O)N([C@@H](C)CO)C[C@@H]1C returned ALOX12 inh -5%, GRP78 ERSR act -5%, Vif-APOBEC3F blk -6%, Vif-APOBEC3G blk 0% and LDHA inh -2.
CCCCNC(=O)C1(C)CCC(=O)N1CCCn1ccnc1 (stereo not given) was read as ALOX12 inh -20%, GRP78 ERSR act -1%, Vif-APOBEC3G blk -6% and LDHA inh -3.

Screening results (PubChem BioAssay)

Not all compounds are listed; count on the stated rates, not on these rows.
